High-throughput results from PubChem BioAssay.
SUMO1 PPI mod: modulators of SUMO1 protein-protein interactions, primary screen, biochemical, uHTS. SUMO1 binding to a labelled peptide, TR-FRET, 1 h. AID 602429, 2012. 360,000 compounds, 0.33% hits. inhibition, % at 20 µM; in the data active = inhibition above about 37%
DNMT1 block: human DNMT1 methyltransferase inhibitors, primary screen, biochemical, molecular beacon, fluorescence, HinP1I cleavage, uHTS. DNA (cytosine-5)-methyltransferase 1 (Homo sapiens), P26358. inhibition (reported as % activation of signal), % at 10 µM. 360,000 compounds, 0.83% hits. AID 588458, 2011; in the data active = inhibition above about 50%
STEP inh: STEP phosphatase inhibitors, primary screen, biochemical, fluorescence intensity, uHTS; inhibition, % at 20 µM; 360,000 compounds, 0.25% hits; Tyrosine-protein phosphatase non-receptor type 5 (Homo sapiens), P54829; recombinant STEP, OMFP fluorogenic substrate;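 active = inhibition at 20 µM, scaled per plate between control wells, above about 37%, limit read from the data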;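 also: 0% = DMSO with enzyme and substrate and 100% = substrate only without enzyme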
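Measure: Control-normalized % inhibition with plate pattern correction | Test system: STEP phosphatase, cell-free reaction | Medium: pH 6.0 Bis-Tris with DTT and Tween 20 | Technique: Fluorescence, 480/540 nm | Times: Reaction 20 min, ambient temperature | Doses: Single compound dose of 20 µM, 1% DMSO final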
CendR NRP1 mod: modulators of CendR peptide binding to NRP-1, primary screen, biochemical, fluorescence polarization, uHTS | Neuropilin-1 (Homo sapiens), O14786 | FAM-RPARPAR peptide binding to NRP-1 | inhibition, % at 25 µM | 360,000 compounds, 0.85% hits;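 active = inhibition or corrected inhibition above about 18%, plus a signal ratio from 0.5 to 1.5, limit read from the data, passing the limit was not always enough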; also: strong numbers were not always called active
Target sequence (O14786 whole entry, looked up): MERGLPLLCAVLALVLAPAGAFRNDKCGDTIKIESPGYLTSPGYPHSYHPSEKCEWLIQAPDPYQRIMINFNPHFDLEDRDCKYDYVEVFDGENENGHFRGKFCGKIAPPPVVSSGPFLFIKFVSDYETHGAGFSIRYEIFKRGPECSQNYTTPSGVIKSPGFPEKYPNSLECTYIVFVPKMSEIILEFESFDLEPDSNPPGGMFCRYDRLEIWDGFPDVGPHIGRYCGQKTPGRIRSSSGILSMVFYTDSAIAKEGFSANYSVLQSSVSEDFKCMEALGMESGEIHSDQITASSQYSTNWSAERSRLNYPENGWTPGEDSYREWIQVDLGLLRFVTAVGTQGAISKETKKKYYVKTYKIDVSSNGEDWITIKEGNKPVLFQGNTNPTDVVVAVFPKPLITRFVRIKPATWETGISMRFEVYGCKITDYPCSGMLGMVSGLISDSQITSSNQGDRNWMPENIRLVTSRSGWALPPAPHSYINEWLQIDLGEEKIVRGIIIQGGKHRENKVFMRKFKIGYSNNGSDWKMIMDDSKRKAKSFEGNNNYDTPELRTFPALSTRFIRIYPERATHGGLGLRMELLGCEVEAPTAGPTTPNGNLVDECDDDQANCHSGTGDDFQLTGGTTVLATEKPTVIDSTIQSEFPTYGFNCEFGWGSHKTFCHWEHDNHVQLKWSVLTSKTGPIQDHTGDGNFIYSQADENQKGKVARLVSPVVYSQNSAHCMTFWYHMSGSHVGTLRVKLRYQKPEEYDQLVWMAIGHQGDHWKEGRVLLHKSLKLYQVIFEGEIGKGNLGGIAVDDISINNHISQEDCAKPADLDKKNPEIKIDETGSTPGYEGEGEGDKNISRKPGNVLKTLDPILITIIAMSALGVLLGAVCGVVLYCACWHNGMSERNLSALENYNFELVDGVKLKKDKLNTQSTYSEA
Neddyl block: inhibitors of cullin neddylation, primary screen, biochemical, TR-FRET, uHTS, NAE and Ubc12; AID 651699, 2012; 360,000 compounds, 0.58% hits; calls only at 25 µM; NEDD8-conjugating enzyme Ubc12 (Homo sapiens) + NEDD8-activating enzyme E1 regulatory …; in the data active = inhibition above about 36%
Scp-1 inhibitor: Scp-1 phosphatase inhibitors, primary screen, biochemical, colorimetric, uHTS | Carboxy-terminal domain RNA polymerase II polypeptide A small phosphatase 1 (Homo … | Recombinant Scp1, phosphopeptide, malachite green phosphate absorbance | 340,000 compounds, 0.88% hits | inhibition, % at 20 µM;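 active = inhibition above about 50% at 20 µM, limit read from the data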;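 also: plate controls were DMSO wells with enzyme for no effect and wells lacking enzyme for full effect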
Target sequence (Q9GZU7 76-261 limits assumed): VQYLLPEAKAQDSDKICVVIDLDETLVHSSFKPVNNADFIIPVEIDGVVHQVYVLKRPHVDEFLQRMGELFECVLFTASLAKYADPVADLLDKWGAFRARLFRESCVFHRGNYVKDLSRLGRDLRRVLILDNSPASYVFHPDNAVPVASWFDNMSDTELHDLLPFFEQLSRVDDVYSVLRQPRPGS
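System: truncated SCP-1 phosphatase (76-261aa); medium: Tris acetate buffer pH 5.5 with MgCl2 and Tween-20; incubation: 45 min room-temperature reaction, 5 min colour, 30 min stabiliser; compound: single 20 µM dose, 1% DMSO; reagent: Phosphorylated 17-residue peptide substrate; read-out: % inhibition at 20 µM; technique: colorimetric free-phosphate detection, absorbance 630 nm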
NadD block: inhibitors of S. aureus NadD, primary screen, biochemical, colorimetric, uHTS; Nicotinate-nucleotide adenylyltransferase NadD (Staphylococcus aureus N315); purified NadD enzyme, colorimetric absorbance read-out; inhibition, % at 20 µM; 360,000 compounds, 0.78% hits; AID 602399, 2012; in the data active = inhibition above about 26%; also: some compounds past the cut are filed as inactive
Tb MetRS inh: T. brucei MetRS inhibitors, primary screen, biochemical, luminescence; methionyl-tRNA synthetase (Trypanosoma brucei brucei); inhibition, % at 11.9 µM; 360,000 compounds, 0.4% hits; purified T. brucei MetRS, ATP depletion, Kinase-Glo luminescence;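 active = inhibition above a per-plate cutoff of the control wells' mean inhibition plus 3 SD, cut at about 5.5% in these data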;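 also: 0% = DMSO wells median and 100% = median of wells with control inhibitor compound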
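technique = Kinase-Glo luminescence, ATP depletion format | system = purified MetRS (methionyl-tRNA synthetase) enzyme from Trypanosoma brucei | timing = 15 min preincubation, 2 h reaction, all 25 °C | evaluation = percent inhibition versus plate control medians | dosing = single dose, 11.9 µM final nominal, 0.9% final DMSO | also added = substrates ATP, L-methionine and bulk Escherichia coli tRNA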
SKN-1 inh: suppressors of acrylamide-induced Pgst-4::GFP reporter in worms, primary screen, SKN-1 inhibitor project, whole organism, uHTS, GFP/RFP fluorescence ratio, strain VP596; C. elegans VP596 Pgst-4::GFP/RFP ratio, 24 h; inhibition, % at 21.8 µM; 360,000 compounds, 0.49% hits;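 active = interference check ratio from 0.5 to 1.5 plus GFP to RFP signal ratio inhibition reaching or exceeding a fixed threshold, cut at about 30% in these data, passing the limit was not always enough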; also: some compounds called inactive have numbers as strong as hits
LMPTP inh: LMPTP phosphatase inhibitors, primary screen, biochemical, fluorescence intensity, uHTS; recombinant LMPTP-A, OMFP fluorogenic substrate; AID 651560, 2012; Low molecular weight phosphotyrosine protein phosphatase (Homo sapiens), P24666; 360,000 compounds, 0.22% hits; inhibition, % at 20 µM;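 active = compounds that cut the enzyme signal by at least half of the control window in the single-dose screen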;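 also: plate controls were DMSO wells with enzyme plus substrate for no effect and substrate without enzyme for full effect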
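Assay system: LMPTP-A, protein tyrosine phosphatase of low molecular weight / Medium: pH 6.0 Bis-Tris buffer with DTT and Triton X-100 / Schedule: 50 min enzyme reaction at room temperature, protected from light / Measured by: endpoint fluorescence intensity from OMFP dephosphorylation / Read-out basis: % inhibition relative to no-enzyme and uninhibited control wells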
The depositor's hits bear a star; i = inactive; nt = not tested or not shown; & = joins results of further samples. Hits appear at their usual frequency; 4.6% or so of the library scored in one or more.

SMILES	SUMO1 PPI mod	DNMT1 block	STEP inh	CendR NRP1 mod	Neddyl block	Scp-1 inhibitor	NadD block	Tb MetRS inh	SKN-1 inh	LMPTP inh
Cc1cc(C)cc(OCC(=O)NC2CCCc3ccccc32)c1 (centres undefined)	0	17	7	23	i	-8	-5	-0.7	2	0.6
O=C(Oc1ccccc1-c1nnco1)c1ccccc1	2	2	-4	0	i	-5	-4	-0.3	-4	-0.4
Nc1cccc(S(=O)(=O)Nc2ccc(SC(F)F)cc2)c1	-1	0	-4	6	i	-4	-4	-0.5	-11	2.1
CC(=O)c1cccc(N(CC(=O)Nc2cccnc2)S(C)(=O)=O)c1	-2	4	-2	-7	i	-4	3	-0.1	-3	-0.9
CCC1=NN2C(=N)/C(=C/c3ccc(OS(=O)(=O)c4ccc(C)cc4)c(OC)c3)C(=O)N=C2S1	22	0	-1	-14	i	-1	29	0.2	7	0.2
CC(C)COc1ccc(C(=O)Nc2ccc(NC(=O)c3ccco3)c(Cl)c2)cc1	-2	7	-3	1	nt	-12	4	-0.2	10	1.3
COc1cc(C)c(S(=O)(=O)NCc2cccnc2)cc1C	3	0	-1	-2	i	-8	1	-0.9	1	0.3
Cc1cc(=O)[nH]c(SCc2nc3ccc([N+](=O)[O-])cc3[nH]2)n1	-6	-2	-2	-14	i	3	-4	2.4	3	-0.7
COc1ccc(C(C)=O)cc1CSc1nncn1-c1ccccc1	-2	-7	-3	7	i	-8	-3	-0.4	-6	-1.1
C=CCSc1nc2sc3c(c2c(=O)n1CC)CCc1ccccc1-3	1	0	15	8	i	-9	-2	-0.6	13	5.4
O=C(O)C(=Cc1ccccc1Cl)c1ccccc1	5	-3	-3	12	i	nt	1	-0.5	5	-0.9
COc1ccc(CCN2C(=O)CSC2=Nc2ccc(C)cc2C)cc1OC	4	2	-1	4	i	-17	1	-1.3	-10	-0.2
CC(=O)Nc1cccc(NC(=O)CSc2nnc3ccccn23)c1	0	0	0	-7	i	-7	3	-0.1	-3	-1.0
COCCNc1nc(NCc2cccc(OC)c2)c2sc(-c3ccccc3)cc2n1	-9	-16	24	0	i	nt	23	-0.2	16	4.0
Cc1ccc(-n2nc(CN3CCOCC3)c(-c3ccccc3)c2N)cc1Cl	-2	-1	0	6	i	-2	-2	-0.2	16	-1.0
CC(CCc1ccccc1)NC(=O)CN(C)Cc1ccccc1F (centres undefined)	2	0	-2	7	i	-2	-2	-0.3	1	-0.7
O=[N+]([O-])c1ccc(/C=C/c2ccncc2)cc1	-28	0	2	1	i	-7	1	0.0	9	2.2
Cc1cccc(-c2noc(CN(C(=O)/C=C/c3ccccc3Cl)C(C)C)n2)c1	-4	2	4	-8	i	-5	-5	-0.4	4	6.1
COc1ccc(-c2nn(-c3ccccc3)cc2/C=N/Nc2cccc(C(=O)O)c2)cc1	6	-4	2	-27	i	-3	13	0.0	-1	1.7
Cc1c(NC(=S)N2CCN(c3ccc(F)cc3)CC2)c(=O)n(-c2ccccc2)n1C	7	0	0	5	i	5	1	-0.3	-2	2.4
CC(=O)c1sc2nc(C)c3c(c2c1N)CCCC3	-27	-3	0	2	i	-4	1	-0.1	-2	2.0
Cc1cccc(-c2nc3sc(C)cc3c(=O)o2)c1	6	4	4	-2	nt	-9	-6	0.7	4	-1.0
CCN1CCN(Cc2ccc(NC(=O)c3ccc(C)c(/C=C/c4cnc(Nc5cc(N6CCNCC6)nc(C)n5)cn4)c3)cc2C(F)(F)F)CC1	87*	-38&-75	-9&-3	141&-45	i	-3	7&23	-0.8&-0.4	-6&-10	1.2&2.9
CCOc1ccc(NC(=O)N2CCCC2C(=O)NCc2ccco2)cc1 (centres undefined)	3	2	0	17	i	-1	-4	-0.4	9	-1.4
Cc1nn(CC(=O)OCC(=O)Nc2c(C(C)C)cccc2C(C)C)c(C)c1[N+](=O)[O-]	-1	-19	-1	-4	i	-2	-1	-0.9	-3	0.1
Cc1ccc(NC(=O)c2cc(F)c(F)cc2Cl)nc1	1	2	1	-9	i	-5	-2	-0.1	7	-0.8
COC(=O)C1=C(C)N(c2ccccc2)/C(=C/c2ccco2)C1=O	-7	1	8	-154	i	4	3	-0.4	-7	-0.1
Cc1ccc(C(=O)CC(=O)c2cc(Cl)ccc2O)cc1	4	-2	-3	-8	i	-11	13	-0.5	22	-0.7
Cc1ccc(NC(=O)C(C)OC(=O)CCNS(=O)(=O)c2ccc(C)cc2)cc1 (centres undefined)	-2	1	1	0	i	2	3	-0.8	8	-1.4
c1ccc(CNCCCn2cnc3c(OCc4ccccc4)ncnc32)cc1	1	3	1	7	i	8	-3	-0.8	-10	1.3
Cc1onc(-c2c(F)cccc2Cl)c1C(=O)N(C)CCc1ccccn1	-2	0	-1	-5	i	9	-5	-0.7	2	-1.0
Cc1nnc(C)n1/N=C/c1ccc(-c2ccccc2Cl)o1	-17	2	-1	-4	i	-10	-13	-0.5	1	-0.8
Cn1c(=O)c2c(ncn2CCC(=O)N/N=C/c2ccccc2)n(C)c1=O	-2	3	1	9	i	-4	-1	-0.3	5	-0.6
CC1C(=O)NN=C1C(=O)N/N=C\C(Br)=C\c1ccccc1 (centres undefined)	-5	-3	-1	0	i	-9	-2	-0.3	4	0.9
NS(=O)(=O)c1ccc(CCNC(=O)C(=O)C2C(=O)Nc3ccccc32)cc1 (centres undefined)	-2	-2	2	8	i	-9	-10	0.0	-12	0.6
N#Cc1cccc(NC(=O)CNc2cc(S(=O)(=O)N3CCOCC3)ccc2N2CCCC2)c1	0	-1	-2	4	i	-7	6	0.0	4	0.5
Cc1ncc(CN2CCC(C(=O)Nc3ccc(Oc4cccnc4)cc3)CC2)cn1	-2	1	0	-16	i	3	-4	-0.2	6	0.5
O=C(CS(=O)(=O)c1cn(Cc2ccccc2Cl)c2ccccc12)N1CCOCC1	-3	-3	-1	-2	i	3	3	0.0	10	-1.3
CCOC(=O)C1CCN(CC(O)COc2ccc(C(C)=O)cc2)CC1 (centres undefined)	4	-1	-1	-2	i	-12	0	0.2	-17	-2.7
Cc1ccccc1-n1c(=O)cc(N2CCN(C(=O)c3ccco3)CC2)[nH]c1=O	1	-1	0	3	i	-9	-2	-0.4	13	-1.4
Cc1ccccc1CN1CCCC(C(=O)Nc2ccccc2Oc2cccnc2)C1 (centres undefined)	4	3	-4	-6	i	-7	-4	-0.4	11	-1.2
O=C(NCCCc1ccccc1)c1cccc(NC(=O)C2CCCCC2)c1	1	-5	-2	-6	i	4	0	0.4	-7	-0.3
CC(OC(=O)C1CCN(S(=O)(=O)c2ccccc2C(F)(F)F)CC1)C(=O)N(C)Cc1ccccc1 (centres undefined)	-1	2	0	11	i	-9	-12	-0.6	5	1.4
CC(C)(CN=C1NS(=O)(=O)c2ccccc21)CNC(=O)CN1C(=O)c2ccccc2C1=O	-4	-3	0	-13	i	-4	-5	-0.3	0	0.2
O=C(O)C1OC2OC3(CCCCC3)OC2C2OC3(CCCCC3)OC12 (centres undefined)	-3	3	1	12	i	1	3	-1.4	-6	0.3
COc1ccc(NC(=O)c2cc(C)no2)cc1Cl	3	0	-1	7	i	8	-1	0.5	6	1.1
Cc1cccc(NC(=O)c2nc[nH]c2C(=O)N2CCN(c3ccccc3)CC2)c1	-1	2	2	0	i	-4	-3	-0.3	4	0.2
CN(C)Cc1ncccc1Oc1nc2cc(-c3cccc(Cl)c3)sc2c(=O)n1C	-30	-4	2	-10	i	nt	5	-0.2	1	0.4
COC(CNC(=O)c1cc(Sc2nnc(C)s2)nc2ccccc12)OC	-6	1	-1	-5	i	2	9	-0.1	-13	0.2
CCC1=C(OC(=O)N(CC)CC)N2C(=O)OC(=NCC(=O)OC)[C@]2(C)[C@H]2C1=CC[C@H]1C(=O)N(CC(=O)OC)C(=O)[C@H]12	0	4	-4	24*	i	4	-2	-0.4	-4	-0.4
Cc1ccc(N2CCN(c3ccc(C)cc3)C(CC(=O)O)C2=O)cc1 (centres undefined)	5	-1	2	4	i	-6	5	0.3	3	0.2
CCCCNS(=O)(=O)c1ccc(Br)cc1N1CCC[C@H]1CO	2	-3	-1	1	i	4	-1	0.7	3	-0.2
CCN(CC)S(=O)(=O)c1ccc(S(=O)(=O)N2CCCC2C(=O)O)cc1 (centres undefined)	2	8	-3	13	i	0	-2	-1.1	-20	0.0
Fc1cc(F)c2nc(N3CCOCC3)sc2c1	3	4	-2	0	i	-3	-5	-0.3	21	-0.5
CCC(=O)Nc1sc(C(=O)OC)c(C)c1C(=O)OC	3	3	2	1	i	-3	-1	-0.4	7	0.5
CCOc1ccc(C(=O)NCC(=O)OCC(=O)N2CCC(C)CC2)cc1	-2	1	0	5	i	-5	-2	-0.6	10	-0.7
Cc1ccc(S(=O)(=O)N2CCN(C(=O)c3ccccc3)C2)cc1[N+](=O)[O-]	-16	2	-1	4	i	-6	-5	-0.8	9	-1.3
C=C1C(=O)O[C@H]2C[C@H]1[C@@H](OC(C)=O)C/C(C)=C/CC/C(C)=C\CC[C@]2(C)O	6	1	0	-2	i	-17	2	-0.6	3	-2.8

Fetched by structure from the list above (2):
SMILES	SUMO1 PPI mod	DNMT1 block	STEP inh	CendR NRP1 mod	Neddyl block	Scp-1 inhibitor	NadD block	Tb MetRS inh	SKN-1 inh	LMPTP inh
Cc1ccc(S(=O)(=O)N2CCN(C(=O)c3ccccc3)C2)cc1[N+](=O)[O-]	-16	2	-1	4	i	-6	-5	-0.8	9	-1.3
Cc1cccc(NC(=O)c2nc[nH]c2C(=O)N2CCN(c3ccccc3)CC2)c1	-1	2	2	0	i	-4	-3	-0.3	4	0.2
